Bioassay records deposited in PubChem BioAssay by Sanford-Burnham Center for Chemical Genomics.
Mdm2 MdmX PPI: human Mdm2/MdmX binding inhibition. O15151+Q00987. SaOS-2 split-luciferase Mdm2/MdmX complementation, luminescence. inhibition, % at 8 µM. 330,000 compounds, 3% hits;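 active = inhibition of at least 50% at 8 µM in the primary screen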
Target sequence (O15151 whole entry, looked up): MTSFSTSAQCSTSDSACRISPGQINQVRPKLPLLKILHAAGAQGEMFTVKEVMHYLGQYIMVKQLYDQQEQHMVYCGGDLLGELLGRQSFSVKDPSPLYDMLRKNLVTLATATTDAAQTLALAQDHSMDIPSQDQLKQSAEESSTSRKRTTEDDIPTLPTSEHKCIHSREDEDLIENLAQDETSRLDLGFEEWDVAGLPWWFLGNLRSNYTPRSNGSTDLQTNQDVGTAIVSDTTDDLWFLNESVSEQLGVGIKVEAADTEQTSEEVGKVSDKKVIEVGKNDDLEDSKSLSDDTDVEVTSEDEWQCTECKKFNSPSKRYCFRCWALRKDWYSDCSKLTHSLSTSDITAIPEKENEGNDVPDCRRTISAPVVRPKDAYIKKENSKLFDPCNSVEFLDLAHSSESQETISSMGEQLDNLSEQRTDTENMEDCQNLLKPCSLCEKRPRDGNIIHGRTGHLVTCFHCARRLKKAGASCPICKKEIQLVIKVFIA
Target sequence (Q00987 whole entry, looked up): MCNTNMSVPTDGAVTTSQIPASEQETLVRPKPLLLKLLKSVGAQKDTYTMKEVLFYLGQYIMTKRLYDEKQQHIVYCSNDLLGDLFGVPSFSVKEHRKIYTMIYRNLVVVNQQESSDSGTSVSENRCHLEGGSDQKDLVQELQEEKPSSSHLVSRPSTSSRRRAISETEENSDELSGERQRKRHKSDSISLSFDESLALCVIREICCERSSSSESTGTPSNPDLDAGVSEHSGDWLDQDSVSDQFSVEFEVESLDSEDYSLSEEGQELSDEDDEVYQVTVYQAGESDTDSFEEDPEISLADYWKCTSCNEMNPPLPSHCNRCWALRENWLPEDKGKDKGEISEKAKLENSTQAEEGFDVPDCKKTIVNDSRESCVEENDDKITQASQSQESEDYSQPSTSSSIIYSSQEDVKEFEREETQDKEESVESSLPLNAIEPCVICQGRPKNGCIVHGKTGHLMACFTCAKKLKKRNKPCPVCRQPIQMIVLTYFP
TIM10 inh: growth inhibitors of TIM10 yeast strain; AID 463195; 330,000 compounds, 1.4% hits; S. cerevisiae TIM10 strain growth, BacTiter-Glo luminescence, 24 h; inhibition, % at 10 µM;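 active = inhibition of 40% or more at the single tested concentration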;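 also: wild-type TIM10 isogenic control strain grown at permissive 25 °C; 0% = DMSO yeast wells and 100% = minimal medium wells without yeast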
CHOP UPR activ: apoptotic UPR (CHOP) activation | AID 449763 | activation, % at 10 µM | 330,000 compounds, 0.34% hits | CHO-CHOP luciferase reporter, luminescence; percent of tunicamycin response over DMSO baseline;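 active = at 10 µM dose, activation of 40% or more, normalized to positive control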;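 also: 100% = tunicamycin at 10 µg/mL and 0% = DMSO alone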
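System: CHO CHOP reporter cells. Amount: 500 cells per well. Buffer or medium: F12 medium, 10% FBS. Compound dosing: one dose, 10 µM in 0.5% DMSO. Incubation: 6 h compound exposure at 37 °C after overnight seeding. Technique: Steady-Glo luciferase luminescence. Benchmarks: tunicamycin and DMSO controls.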
UPR XBP1 act: activators of adaptive arm of unfolded protein response (XBP1); CHO-XBP1 luciferase reporter, IRE1-XBP1 UPR activation, luminescence; percent of tunicamycin response, DMSO as zero; activation, % at 20 µM; 330,000 compounds, 0.33% hits;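 active = versus positive control, 20 µM dose yields 30% or more activation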;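 also: 100% = tunicamycin at 10 µg/mL and 0% = DMSO only wells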
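Material: CHO-XBP1 cells stably carrying IRE1-XBP1-driven luciferase reporter / Amount: 1000 cells per well / Compound: 20 µM, 1% DMSO / Times: 6 h treatment, 37 °C / Detection: luciferase luminescence / Measure: % activation of reporter signal versus tunicamycin and DMSO controls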
697 NFkB inh: inhibitors of the PMA/ionomycin-induced NF-kB reporter in 697 B cells; AID 435022; 697 B-cell NF-kB luciferase reporter, 16 h; inhibition, % at 4 µM; 330,000 compounds, 0.33% hits; in the data active = inhibition above about 35%
tim10-1 inh: tim10-1 yeast growth inhibition; inhibition, % at 20 µM; AID 463190; S. cerevisiae tim10-1 ts strain growth, BacTiter-Glo, 24 h; 330,000 compounds, 2.2% hits;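 active = inhibition of at least 40%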;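 also: mutant grown at 25 °C; 0% = DMSO wells with yeast and 100% = wells holding no yeast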
Jurkat NFkB inh: lowers PMA/ionomycin-induced NF-kB signal in Jurkat cells. 330,000 compounds, 0.53% hits. inhibition, % at 4 µM. AID 435003. PMA/ionomycin-induced NF-kB luciferase reporter, luminescence; in the data active = inhibition above about 50%
tim23-1 inh: growth inhibitors of tim23-1 mutant yeast | inhibition, % at 20 µM | AID 463212 | 330,000 compounds, 1.3% hits | S. cerevisiae tim23-1 growth, BacTiter-Glo luminescence, 24 h;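 active = growth inhibition of the mutant yeast at or above 50%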;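 also: temperature-sensitive mutant grown at 25 °C; plate controls were DMSO-treated mutant yeast for no effect and medium wells lacking yeast for full effect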
The depositor's hits bear a star.

SMILES	Mdm2 MdmX PPI	TIM10 inh	CHOP UPR activ	UPR XBP1 act	697 NFkB inh	tim10-1 inh	Jurkat NFkB inh	tim23-1 inh
COc1ccccc1N(Cc1ccccc1)S(=O)(=O)c1cccc(C(=O)N2CCCCC2)c1	2	21	0.5	-3	21	5	-10	31
COc1cc(OC)cc(-c2nn[nH]n2)c1	-15	11	0.8	-2	3	-1	-24	-2
CCC(C)NC(=O)CN1C(=O)C(CC)Sc2ccccc21 (stereo not drawn)	25	-18	2.6	-5	7	3	1	5
Cc1ccc(CNC(=O)CSc2nc3ccccc3[nH]2)cc1	3	-6	1.3	-2	9	10	-4	8
Cc1cc(C)c(NS(=O)(=O)c2c(C(=O)N3CCOCC3)c(C)n(C)c2C)c(C)c1	16	-3	1.7	-1	-12	-5	-5	11
CC(=O)N1NC(=Nc2ccccc2)SC1(C)C	3	-19	0.3	-1	-20	23	-4	3
O=C(C(=O)N1CCCCC1)c1c(-c2ccccc2)[nH]c2ccccc12	15	16	-0.4	-3	4	34	1	24
Cn1c(=O)c2c(nc(CN3CCN(C(c4ccccc4)c4ccccc4)CC3)n2CC(N)=O)n(C)c1=O	5	5	1.4	0	14	1	7	0
O=S(=O)(c1ccc(Br)cc1)n1c(Cc2ccccc2)nc2ccccc21	-3	1	0.9	-3	24	0	2	1
O=C(c1ccco1)N1CCN(C(c2ccccc2F)c2nnnn2Cc2cccs2)CC1 (stereo not drawn)	-18	18	1.6	-2	15	20	1	16
COc1cccc(NC(=O)CN(C)CC(=O)Nc2ccc(Br)cc2)c1	-10	26	0.6	-3	14	19	4	-10
COc1ccccc1S(=O)(=O)Nc1ccc2nc(C)sc2c1	-15	11	1.7	-4	-11	13	-3	24
COc1ccc(C(CC(=O)NCc2ccco2)c2ccc(F)cc2)cc1 (stereo not drawn)	25	5	1.1	-3	14	24	3	19
O=C(Nc1ccccc1)c1cc2n(n1)C(C(F)(F)F)CC(C1CC1)N2 (stereo not drawn)	-60	4	3.4	4	-86	13	-67	-22
CCOC(=O)C1=NN(C(=O)c2ccccc2)C(O)(c2ccc(C)cc2)C1 (stereo not drawn)	12	21	-0.9	3	5	31	6	18
Cc1cccc(CCNC(=O)C2CCCN(S(=O)(=O)c3cnc[nH]3)C2)c1 (stereo not drawn)	7	-1	-0.2	-2	13	1	-16	-5
Cc1ccc(C(=O)N/N=C2/NC(=O)CC(C(=O)Nc3ccccc3)S2)cc1 (stereo not drawn)	-4	19	-1.0	-1	0	25	-8	18
COc1ccc(-n2c(-c3ccc(Cl)cc3)c[n+]3c2CCc2ccccc2-3)cc1	18	1	-1.6	0	56*	9	21	-2
CC/C(=N\NC(=O)c1ccc2c(c1)OCO2)c1ccccc1	-5	1	6.8	-4	3	3	-12	8
Cc1ccc(/C=C/C(=O)Nn2cnnc2)cc1	43	42*	8.1	0	-9	56*	-9	45
CCc1ccccc1NC(=S)N(CCN(C)C)C(C)c1cccnc1 (stereo not drawn)	2	-4	-0.5	2	20	9	-3	12
O=C(N/N=C\c1cccnc1)c1ccc(Cl)cc1Cl	1	-6	4.8	5	12	3	13	-9
CCCCCn1c(=O)c2ccccc2n2c(CCl)nnc12	31	11	34	-4	24	26	11	33
CC(=O)Nc1ccc(S(=O)(=O)N2CCSCC2)cc1	2	-5	-0.5	-6	1	-2	-7	3
O=C(CSc1ccc2ccccc2c1)Nc1ccncc1	12	-46	-0.1	1	-2	-73	6	-348
More results follow:
SMILES	Mdm2 MdmX PPI	TIM10 inh	CHOP UPR activ	UPR XBP1 act	697 NFkB inh	tim10-1 inh	Jurkat NFkB inh	tim23-1 inh
CC(C)c1ccc(S(=O)(=O)N2CCN(C(=O)C3CCN(C(=O)c4ccc(F)cc4)CC3)CC2)cc1	18	5	1.4	-2	10	8	12	5
CCOC(=O)C1CCN(C/C=C/c2ccccc2OC)CC1	6	-25	0.7	-1	38*	-1	1	10
Cn1c(SCC(=O)NC2CC2)nnc1-c1ccccc1Cl	19	-3	0.8	1	-13	-20	-22	-14
O=C(Oc1cccc(O)c1)C1CCCCC1	7	19	-1.6	-2	12	33	0	25
C#CCOCCOCCOCCNc1nc(N2CCN(C(=O)[C@H](CCC(=O)O)n3cc([C@@H](N)CCCCN)nn3)CC2)nc(N2CCN(C(=O)[C@H](CCCCN)n3cc([C@@H](N)CC(N)=O)nn3)CC2)n1	17	3	0.3	-1	18	-9	19	-3
CN(C(=O)COC(=O)c1cc(-c2ccccc2Cl)nc2ccccc12)C1CCS(=O)(=O)C1 (stereo not drawn)	-31	16	0.4	-1	-9	16	-18	16
COc1cc(NC(=O)c2cccc(Cl)c2)ccc1NC(=O)c1cccs1	-27	-6	2.7	3	13	0	3	7
CCOC(=O)C1=C(NC(=O)c2ccc(Br)o2)Nc2ccccc2N=C1	32	4	-0.4	2	3	-2	9	0
CCCOc1ccc(C2c3c(oc4cc(C)c(C)cc4c3=O)C(=O)N2CCCN2CCOCC2)cc1 (stereo not drawn)	1	0	1.6	-1	13	9	-13	15
O=C(Nc1ccccc1C(F)(F)F)c1c(F)cccc1Cl	-23	8	-0.8	-5	-21	9	3	6
CC/C(CC(C)(C)c1ccccc1)=N\O	-20	-1	-1.7	0	-18	-10	7	0
CC(=O)Oc1ccc(C(=O)[C@H]2[C@H]3C(=O)N(c4ccccc4)C(=O)[C@H]3[C@@H]3C=CC=NN32)cc1	7	8	3.0	-2	-16	18	-12	6
CC(=O)Nc1c(C)cc(OCC(=O)O)cc1C	-11	-2	-0.9	-3	1	11	-5	9
COc1cc(/C=C/C(=O)OCC(=O)Nc2cc(S(=O)(=O)N3CCCCC3)ccc2C)ccc1O	9	-1	3.1	-2	-25	24	-15	5
CN(C)Cc1cc(CCNC(=O)c2ccc(Cl)cc2)ccc1O	0	-4	-0.5	-4	-29	-4	-8	13
Cc1ccccc1OCC(=O)N/N=C/c1sc(=O)n(Cc2cccc(C(=O)O)c2)c1Cl	-6	4	0.5	0	30	-7	-8	10
CNC(=O)COC(=O)c1cc2c(s1)CCCC2	7	-4	0.3	-2	21	3	-6	29
Cc1ccsc1C(=O)NCCc1ccc(S(N)(=O)=O)cc1	-10	-6	2.1	0	-8	-16	-10	6
COc1ccc(CCNC(=O)CCCc2ccccc2)cc1OC	-12	-15	0.1	0	-8	16	-17	-3
CCOC(=O)CCSc1nc(-c2ccc3c(c2)OCO3)cc(C(F)(F)F)c1C#N	-13	12	0.4	2	-41	31	-40	5
O=C(C1CC1)N1CCc2cc(Br)cc(S(=O)(=O)N3CCN(c4ccccn4)CC3)c21	20	10	1.0	-1	3	44*	-16	28
O=c1oc2ccccc2n1Cc1cccc(C(F)(F)F)c1	24	19	1.5	0	-11	23	7	25
CN(CC(=O)Nc1ccc(Cl)c(Cl)c1)C(=O)C1CCC1	-3	-4	1.6	0	8	-1	14	19
C=Cn1cc[n+](CC(=O)c2cc(C(C)(C)C)c(O)c(C(C)(C)C)c2)c1	-8	-5	-2.0	-1	-17	7	-7	-6
CCC1(C)C2(C#N)C(N)=NC(OC)(OC)C12C#N (stereo not drawn)	8	-4	1.1	-1	7	-17	-5	1
(list continues)
SMILES	Mdm2 MdmX PPI	TIM10 inh	CHOP UPR activ	UPR XBP1 act	697 NFkB inh	tim10-1 inh	Jurkat NFkB inh	tim23-1 inh
CCOC(=O)c1ccccc1NC(=S)N1CCCCC1	-17	6	0.6	-3	-9	19	-1	13
COc1ccc(CC(=O)Nc2ccc3c(c2)C(=O)N(CCC(=O)O)C3=O)cc1	2	10	2.8	-2	-3	-5	-1	6
c1ccc(Cn2c(CN3CCCC3)nc3ccccc32)cc1	-17	0	1.1	2	-24	19	-13	-9
COc1ccc(Cl)cc1NC(=O)CN(C)C(=O)c1cc2c(s1)CCC(C)C2 (stereo not drawn)	30	9	0.6	-3	-10	25	4	29
CCCCOC(=O)c1ccc(NC(=O)C(=O)NCCN(CC)CC)cc1	45	20	1.7	0	-11	-17	-17	4
COc1ccc(NC(=O)NCc2ccc(Cl)cc2)cc1	19	-9	1.9	-2	15	5	7	16
COCCNc1cc(C)nc2c3c(C)cc(C)nc3nn12	-10	0	-0.7	-1	-21	7	3	12
CCOC(=O)c1c(N)c(C#N)cn1-c1ccccc1	-3	-13	-0.4	3	6	17	-32	20
O=C(OCC#CCSc1nnc(-c2ccccc2)o1)c1ccco1	20	31	-0.3	0	23	29	-11	14
COC(=O)CNC(=O)c1ccc2c(c1)S(=O)(=O)c1ccccc1C2=O	-10	-3	0.1	0	17	10	6	16
O=C(CSc1nnc(CNC(=O)c2c(F)cccc2F)o1)NCCc1ccccc1	4	6	0.3	-6	28	-20	0	1
CC(C)C[C@@]12C(=O)N(c3cccc(Cl)c3)C(=O)N1[C@H](c1ccc(Cl)cc1)[C@@H]1C(=O)N(C3CCCCC3)C(=O)[C@@H]12	18	15	0.1	3	-29	10	25	21
Cn1cccc1C(=O)OCC(=O)Nc1ccc2c(c1)OCO2	-72	3	6.9	1	4	-1	-73	-4
CC1CC(NC(=O)Cc2ccc(Br)cc2)CC(C)(C)C1 (stereo not drawn)	-10	37	1.8	2	0	26	11	38
Cc1ccc(S(=O)(=O)N(Cc2ccc(Cl)cc2)c2ccccc2C(=O)NCc2cccnc2)cc1	3	35	-1.1	-2	2	33	15	37
Cc1ccc(Cl)c(OCC(=O)OC(C)C(=O)NC2CC2)c1 (stereo not drawn)	12	-8	0.6	2	8	-24	14	-4
Cc1cc(C)c(C#N)c(SCC(=O)Nc2cc(C)on2)n1	-84	3	3.4	2	-82	6	-14	13
C=CCn1c(-c2cccc(S(=O)(=O)N3CCOCC3)c2)n[nH]c1=S	30	-11	-0.3	-1	15	-11	16	-2
Cc1cccnc1NC(=O)c1cccc(S(=O)(=O)N2CCN(c3ccc(F)cc3)CC2)c1	28	9	-0.2	-1	-9	24	20	29
O=C(O)CC1(CC(=O)Nc2cc3ccccc3cn2)CCCCC1	23	-3	2.0	-3	8	0	21	6
O=c1c2ccccc2nc(SCc2cccc(F)c2)n1Cc1ccco1	23	-20	-1.5	1	-23	30	-9	1
Cc1c(NC(=O)c2nn3c(C(F)(F)F)cc(-c4ccccc4)nc3c2Cl)c(=O)n(-c2ccccc2)n1C	5	17	0.2	0	-24	4	5	18
FC(F)(F)c1ccc(Cl)c(NC(=S)N/N=C/c2ccccc2Cl)c1	31	-11	-0.8	-4	-18	0	18	3
COc1cccc(OC)c1C(=O)Nc1nc2ccc(S(C)(=O)=O)cc2s1	16	-10	0.5	-2	-2	-5	9	2
Cc1ccc(N2CC(NC(=O)C3CC3)CC2=O)cc1 (stereo not drawn)	-5	-2	-0.3	1	-30	-11	-4	-1
CC(CN1C(C)CCCC1C)OC(=O)c1cccc(Br)c1 (stereo not drawn)	-38	-8	-2.1	-4	12	3	-12	2
COc1ccc(C2=NS(=O)(=O)N(C)C(C(=O)NCc3ccccn3)=C2)cc1	14	-16	-0.4	-1	13	-1	10	-4

Sorted by SMILES length (largest number first): part of the list above.
SMILES	Mdm2 MdmX PPI	TIM10 inh	CHOP UPR activ	UPR XBP1 act	697 NFkB inh	tim10-1 inh	Jurkat NFkB inh	tim23-1 inh
Cc1ccc(S(=O)(=O)N(Cc2ccc(Cl)cc2)c2ccccc2C(=O)NCc2cccnc2)cc1	3	35	-1.1	-2	2	33	15	37
COc1ccc(CC(=O)Nc2ccc3c(c2)C(=O)N(CCC(=O)O)C3=O)cc1	2	10	2.8	-2	-3	-5	-1	6
COc1ccc(Cl)cc1NC(=O)CN(C)C(=O)c1cc2c(s1)CCC(C)C2 (stereo not drawn)	30	9	0.6	-3	-10	25	4	29
C=CCn1c(-c2cccc(S(=O)(=O)N3CCOCC3)c2)n[nH]c1=S	30	-11	-0.3	-1	15	-11	16	-2
Cc1ccc(Cl)c(OCC(=O)OC(C)C(=O)NC2CC2)c1 (stereo not drawn)	12	-8	0.6	2	8	-24	14	-4
CCOC(=O)c1c(N)c(C#N)cn1-c1ccccc1	-3	-13	-0.4	3	6	17	-32	20
